AmpC inh detg – inhibitors of E. coli AmpC beta-lactamase with detergent; AmpC hydrolysis of nitrocefin, absorbance 480 nm, 0.01% Triton; AID 485294; Potency, µM (series often up to 114 µM), for the others: top-dose activity change, negative = inhibition, usual class: inhibitors; P00811; 0.041% of 370,000 active;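 further: potency means the concentration at half of the fitted maximal effect; 0% = no-compound wells and -100% = no-enzyme wells; nearly all actives have a fitted effect of over 25% in size; some results filed as inactive show a strong effect at the top dose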
Target sequence (P00811 whole entry, looked up): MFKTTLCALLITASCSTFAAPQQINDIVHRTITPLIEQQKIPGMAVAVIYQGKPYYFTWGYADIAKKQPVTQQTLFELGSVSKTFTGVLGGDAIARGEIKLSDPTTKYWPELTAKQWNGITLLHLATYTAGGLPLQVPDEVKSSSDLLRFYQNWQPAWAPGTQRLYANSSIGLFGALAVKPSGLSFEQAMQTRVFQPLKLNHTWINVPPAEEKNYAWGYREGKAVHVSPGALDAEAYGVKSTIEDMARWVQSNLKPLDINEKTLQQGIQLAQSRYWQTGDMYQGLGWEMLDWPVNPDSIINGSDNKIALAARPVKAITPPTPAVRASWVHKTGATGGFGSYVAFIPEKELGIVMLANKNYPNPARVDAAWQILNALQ
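20 mM phosphate pH 7.0 + 0.01% (detergent screen) or 0.0001% Triton X-100; 5.3 nM AmpC reagent; cpd preinc 15 min RT; nitrocefin (800 uM stock) to start; A480 q20 s × 4 min; Activity was normalised to no-enzyme and no-compound control wells.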
Sm TGR block – S. mansoni TGR enzyme inhibition; Q962Y6; purified TGR, DTNB reduction, TNB absorbance 405 nm; Potency, µM (top dose mostly 114 µM), without a hit: at the top dose activity change, negative = inhibition, most hits filed as inhibitors; 3% of 360,000 active; AID 485364; further: potency means the concentration at half of the fitted maximal effect; nearly all actives have a fitted effect of over 60% in size
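Kinetic colorimetric format: TGR-catalysed, NADPH-driven DTNB reduction monitored via TNB absorbance. Enzyme dispensed at 20 nM; compound exposure 15 min at room temperature before reaction start.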
HCV inhibitor – inhibitors of hepatitis C virus infection | Huh7.5.1 HCVcc-Cre infection, luciferase reporter, 44 h | Potency, µM (titrated, usually from 41.8 µM), without a hit: at the top dose activity change, negative = inhibition, actives largely listed as inhibitors | 3.4% of 340,000 active; further: potency means the concentration at half of the fitted maximal effect
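Cells (1,000/well) were plated 4 h before compound, then infected with HCVcc-Cre virus (~0.5 moi). After 44 h further culture, infection was read as luciferase luminescence following a 15 min substrate incubation at room temperature.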
HCMV inh – human cytomegalovirus inhibition; HFF cells, HCMV-luciferase reporter, 72 h; active compounds read low; activity change, negative = inhibition, % at 57.5 µM; 4.5% of 410,000 active; in the data active means activity change below about -60%; inconclusive means no clear call, values can overlap the other calls; inactive means above about -39%
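Steps: HFFs plated, 16 h 37C; compounds added; HCMV-luciferase added to MOI 1 PFU/cell; 72 h 37C; OneGlo reagent, 5 min room temperature; luminescence read, normalized to controls.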
AMA1-RON2 inh – inhibitors of Plasmodium falciparum AMA1-RON2 interaction; AlphaScreen AMA1-biotinylated RON2 peptide binding; AID 720542; 0.2% of 360,000 active; Potency, µM (doses to about 58.2 µM), inactives show at the highest dose activity change, negative = inhibition, actives largely listed as inhibitors;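 further: potency means the concentration at half of the fitted maximal effect; 0% = vehicle wells and -100% = peptide control; nearly all actives have a fitted effect of over 45% in size; some results filed as inactive show a strong effect at the top dose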
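AMA1 (3D7) with his tag at 25 nM final met compounds first, then biotinylated RON2 peptide at 25 nM; detection used donor plus acceptor beads, 10 µg/mL apiece, read by AlphaScreen after 30 min at room temperature.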
Giardia FBPA inh – blocks Giardia fructose-bisphosphate aldolase activity | Potency, µM (series often up to 59.6 µM), inactives show top-dose activity, negative = inhibition, actives largely listed as inhibitors | purified Giardia FBPA | A8B2U2 | 0.71% of 290,000 active; further: potency means the concentration at half of the fitted maximal effect; nearly all actives have a fitted effect of over 55% in size
Target sequence (A8B2U2 whole entry, looked up): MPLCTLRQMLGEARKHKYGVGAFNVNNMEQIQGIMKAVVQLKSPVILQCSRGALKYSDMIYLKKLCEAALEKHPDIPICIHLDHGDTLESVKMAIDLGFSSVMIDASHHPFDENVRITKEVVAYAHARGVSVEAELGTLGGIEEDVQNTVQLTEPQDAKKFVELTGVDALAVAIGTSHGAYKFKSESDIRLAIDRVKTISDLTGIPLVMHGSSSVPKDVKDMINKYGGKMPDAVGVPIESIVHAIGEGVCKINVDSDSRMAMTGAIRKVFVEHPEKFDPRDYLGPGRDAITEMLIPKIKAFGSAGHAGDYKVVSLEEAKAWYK
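40 nM FBPA preincubated 10 min at RT with compound (up to 57.5 uM final), then substrate plus GAPDH/TPI/NAD/arsenate coupling and diaphorase/resazurin added. Fluorescence read after 20 min at RT, 525/598 nm.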
Starred values were filed as active, the others as inactive; ? = inconclusive; . = not tested or not shown; & = joins results of further samples; ! = not confirmed by another sample; [ ] = remark or other dose. Unless noted, the call rests on the fitted dose curve; in most records, active means well fitted curve in the direction sought with a large enough effect; inconclusive means small, poorly fitted or top-dose-only effect, or another doubt; inactive means no such curve, though single readings can be large; an effect the other way counts as inactive or inconclusive. Unless noted, on the % scale 0 is the no-effect control and ±100 the full control effect. Hits appear at their usual frequency (roughly 9.3% active in at least one column).

molecule | AmpC inh detg | Sm TGR block | HCV inhibitor | HCMV inh | AMA1-RON2 inh | Giardia FBPA inh
Cc1cc2ncc(C(=O)Nc3ccccc3)c(C)n2n1 | ? | -2% | -19% | -10 | -1% | 4%
CN(C)c1ccc(C2(O)C(=O)c3ccccc3C2=O)cc1 | -16% | 10% | 25% | 31 | -15% | 1%
CC(C)(C)N(Cc1ccccc1)C(=O)COC(=O)C1CCN(c2ccc(C(F)(F)F)cn2)CC1 | -12% | 7% | 3% | 0 | -2% | .
Cc1cc(NC(=O)CSc2nnnn2-c2ccccc2C)no1 | 0% | 0% | 3% | -113* | 84%[activator] | .
COc1ccc(S(=O)(=O)N2CCOC2CNC(=O)C(=O)NCc2cccnc2)cc1OC (stereo unspecified) | -1% | -5% | 5% | 18 | -10% | 3%
Clc1ccc(C2=Nn3c(Cn4nnc5ccccc54)nnc3SC2)cc1 | -4% | -6% | 0% | 157 | -4% | -5%
CCc1ccc(S(=O)(=O)NCCc2csc(-c3cccnc3)n2)s1 | 3% | -1% | 11% | -26 | 12% | -1%
CCc1ccc(N2C(=O)NC(=O)/C(=C\c3cc(C)n(-c4cc(C(=O)O)cc(C(=O)O)c4)c3C)C2=O)cc1 | 0% | 8.9µM* | 11% | -8 | -24% | -15%
CCn1c(SCC(=O)c2ccc(Cl)s2)nnc1-c1cccs1 | -10% | -31% | -18% | 15 | -7% | -10%
CC(CCc1ccccc1)NC(=O)CSc1nc(N)cc(N)n1 (stereo unspecified) | -17% | 2% | -3% | 3 | 0% | 0%
O=C(CSC1=NCCS1)NC(c1ccccc1)c1ccccc1 | -11% | -8% | 1% | 34 | 4%[11.6 µM] | 4%
CCOc1ccc(-c2cc(C(=O)Nc3ccc(NC(C)=O)cc3)no2)cc1 | 21% | 0% | . | 53 | . | .
Cc1cccc(Cn2c(CNS(=O)(=O)c3ccc4c(c3)CCCC4)nc3cccnc32)c1 | 4% | 4% | . | -36 | . | .
O=S(=O)(NCCc1csc(-c2cccc(F)c2)n1)c1cc(F)ccc1F | -4% | -2% | . | -106* | . | .
CCC1=C(OC(=O)N(CC)CC)N2C(=O)OC(=NCC3CC3)[C@]2(Cc2ccccc2)[C@H]2C1=CC[C@H]1C(=O)N(c3ccccc3)C(=O)[C@H]12 | 3% | -14% | ? | 27 | -14% | -10%&-5%
C/C(Cc1ccccc1)=N\NC(=O)CNC(=O)c1ccc2c(c1)OCCO2 | -5% | 2% | 2% | -15 | 24% | 7%
CCOC(=O)C(=O)c1csc(NC(=O)COc2ccc(N(C)S(=O)(=O)c3ccc(F)cc3)cc2)n1 | -17% | -22% | 0% | 24 | 22% | 4%
O=C(O)C1=C[C@@H](c2ccc(Br)cc2)C[C@@H](OCCCCO)O1 | . | . | 21% | 59 | -16% | .
Cc1ccc(S(=O)(=O)N2CCN(S(=O)(=O)N(C)C)CC2)cc1 | -3% | -11% | 8% | -19 | -11% | 7%
Cn1nc(-c2ccccc2)nc1-c1ccccc1 | -8% | -1% | 0% | 15 | 7% | .
O=C(c1cc(COc2cccc(C(F)(F)F)c2)on1)N1C[C@H]2CC[C@H]1C2 | 1% | -3% | -21% | -13 | -6% | .
CN(CCCNC(=O)c1cc2c(Cl)nc3ccccc3c2s1)Cc1ccccc1 | -10%&7% | 20µM*! | 13µM* | ? | ? | -4%
COc1cccc(CN(C)C(=O)C(Cc2ccccc2)NC(=O)c2ccccc2)c1OC (stereo unspecified) | ? | 2% | ? | -27 | 2% | .
COc1cccc(OC)c1-c1nnc(-c2cn(C)c3ccccc23)o1 | -7% | 8% | -14% | -5 | 25% | 4%
COC(=O)c1ccc(CNC(=O)CSc2nc3ccccc3[nH]2)cc1 | -10% | 0% | 2% | -35 | 1% | -3%
COc1ccc(C(=O)NC(C)c2ccc(-n3ccnc3)cc2)c(OC)c1OC (stereo unspecified) | 4% | -23% | -8% | -3 | -5% | .
O=C(CCn1c(=O)oc2ccccc21)NCc1ccc2c(c1)OCO2 | 10% | 28% | -11% | 9 | -4% | 1%
Cc1cc2[nH]c(=O)c(=O)[nH]c2cc1S(=O)(=O)Nc1ccccc1F | ? | -11% | 9% | 9 | 14% | 2%
COc1ccc2cc(C3CC(c4ccco4)=NN3S(=O)(=O)c3ccccc3)c(Cl)nc2c1 (stereo unspecified) | 2% | 0% | ? | -11 | -20% | -3%
Cc1ccc(-c2c(C(=O)NC(C)C)oc(=O)c3ccccc23)cc1 | 8% | -6% | 0% | ? | ? | 5%
Cc1cccc(S(=O)(=O)c2c(C)cc(C)nc2Cl)c1 | 6% | 8% | 11% | -14 | -16% | -7%
Cc1cccc(N(C)S(=O)(=O)c2c(C(=O)N3CCCCCC3)c(C)n(C)c2C)c1 | -1% | 6% | . | -8 | . | .
CCCn1c(=O)[nH]c(=O)c2c1nc(-c1ccc(OC(F)F)c(OC)c1)n2CCOC | -5% | -4% | -10% | 25 | -1% | ?
COCCn1cnc2c(c1=O)c1nc3ccccc3nc1n2/N=C/c1cccc(OC)c1 | 7% | 1% | 4% | -30 | -7% | -1%
CCCCNC(=O)CSc1nc2n[nH]c(C)c2c(=N)n1-c1cccc(C)c1 | 3% | 1% | . | 15 | . | .
O=C(Oc1cccnc1)c1cc(S(=O)(=O)N2CCOCC2)ccc1Cl | -11% | 6% | 16% | 28 | -12% | 1%
COc1ccc(C2N3CC4(C)CN2CC(C)(C3)C4O)cc1 (stereo unspecified) | -5% | -1% | 9% | -2 | 96%[activator] | 4%
CCNC(=O)c1sc(=S)n(CC)c1N | -5% | 8% | 3% | -10 | -5% | -6%
COc1cc(-c2c(C#N)c(N)nc3c2CCCC3)ccc1O | ? | 20µM* | 2% | -4 | 9% | -5%
CCOC(=O)c1ccc(N2C(=O)C(O)=C(C(C)=O)C2c2ccccc2)cc1 (stereo unspecified) | -7% | -6% | 2% | -32 | 3% | 11%
CCOC(=S)N/C(=N\S(=O)(=O)c1ccccc1)c1ccccc1 | ? | -5% | 19% | -9 | 0% | ?
Cc1cc(SCC(=O)OCC(=O)N(C)C2CCS(=O)(=O)C2)c(C)cc1Br (stereo unspecified) | 0% | -8% | -5% | -21 | -11% | .
O=C(NCCc1ccc(Cl)cc1)Nc1ccc(Cl)cc1 | -6% | 11% | -2% | -39 | 14% | 1%
Cc1cccc(N=C2NN=C(c3ccc4c(c3)OCCO4)CS2)c1 | 5% | -1% | -25% | 107 | 19% | 2%
O=C(Nc1ccccc1Br)c1cccc2ccccc12 | . | . | ? | 8 | -3% | .
c1ccc(C(CN2CCCCC2)c2ccccc2)cc1 | . | . | -21% | -23 | -1% | .
Cc1ccc(C(=O)Nc2cccc(C(F)(F)F)c2)cc1NC(=O)c1csc(-c2ccncc2)n1 | 0% | 3% | ? | . | -5%&5% | 2%
CC(C)CCNC(=O)C1CCN(S(=O)(=O)c2ccc3c(c2)CC(C)N3C(=O)C2CCC2)CC1 (stereo unspecified) | -4% | -12% | -7% | -10 | -2% | 1%
COc1ccc(NC(=O)c2sc(N)nc2-c2ccccc2)cc1 | 0% | 11% | 14% | ? | 21% | 6%
c1ccc2c(c1)ncn2CCCCOc1ccc2c(c1)CCC2 | -11% | -10% | ? | 11 | ? | ?
CC1Cc2ccccc2N1C(=O)COC(=O)Cc1ccc(F)cc1 (stereo unspecified) | -7% | 4% | 9% | 7 | -5% | .
COCCOC(=O)c1sc(=S)n(CCOC)c1N | -1% | -3% | 14% | -8 | 31%[activator] | ?
CCN(CC)S(=O)(=O)c1ccc(Cl)c(NC(=O)COc2ccc(OC)cc2[N+](=O)[O-])c1 | ? | -5% | 2% | -19 | 15%[11.6 µM] | 1%
CC(=O)Nc1ccc(S(=O)(=O)Nc2nc3ccc(C)cc3s2)cc1 | -5% | 1% | 14% | 43 | -8% | 1%
CC/C(=C/c1sc2ccc(C)cc2[n+]1CCCS(=O)(=O)[O-])SC | -1% | 7% | 1% | -4 | 5% | -9%
CCCCNC(=O)OC(C)CNC(=O)Oc1cccc(C)c1 (stereo unspecified) | 4% | -2% | 16% | 3 | 1% | 4%

(listing goes on)
molecule | AmpC inh detg | Sm TGR block | HCV inhibitor | HCMV inh | AMA1-RON2 inh | Giardia FBPA inh
COc1ccc(S(=O)(=O)Nc2cccc(F)c2)cc1C | -2% | 35% | -13% | -17 | 6% | 3%
Cc1nnc(SC(C)C#N)n1-c1ccccc1 (stereo unspecified) | ? | 17% | -5% | -24 | -8% | 0%
COC(=O)CN=C1OC(=O)N2C(=O)C3=C4[C@@H](C[C@H]5C(=O)N(c6ccccc6)C(=O)[C@H]5[C@H]4[C@@]12Cc1ccccc1)[C@H]1C(=O)N(c2ccccc2)C(=O)[C@H]1[C@H]3C | -8% | -29% | -4% | 40 | 11% | 1%
CCCC(O)(CCN1CCOCC1)c1ccc(Cl)cc1 (stereo unspecified) | ? | 20µM* | 3% | 5 | -7% | -9%
O=C(O)c1ncn(Cc2ccc(Br)cc2)c1C(=O)O | 1% | -9% | 15% | ? | 1% | 14µM*
Cc1cccc(NC(=S)N(CCN(C)C)Cc2cccs2)c1 | 1% | 0% | -24% | 0 | -14% | 5%
COc1ccc2c(Sc3ccccc3)c(C(=O)N3CCC(C)CC3)[nH]c2c1 | 24% | -5% | . | 32 | . | .
CCOc1ncccc1C(=O)N1CCCSC1=Nc1ccccc1OC | -3% | 4% | 9% | 10 | -1% | 0%

Four entries drawn at random from those above:
molecule | AmpC inh detg | Sm TGR block | HCV inhibitor | HCMV inh | AMA1-RON2 inh | Giardia FBPA inh
Cc1cccc(NC(=S)N(CCN(C)C)Cc2cccs2)c1 | 1% | 0% | -24% | 0 | -14% | 5%
COc1ccc(S(=O)(=O)Nc2cccc(F)c2)cc1C | -2% | 35% | -13% | -17 | 6% | 3%
COc1ccc2c(Sc3ccccc3)c(C(=O)N3CCC(C)CC3)[nH]c2c1 | 24% | -5% | . | 32 | . | .
CCCC(O)(CCN1CCOCC1)c1ccc(Cl)cc1 (stereo unspecified) | ? | 20µM* | 3% | 5 | -7% | -9%

Additional entries
molecule | AmpC inh detg | Sm TGR block | HCV inhibitor | HCMV inh | AMA1-RON2 inh | Giardia FBPA inh
CSc1ccc(C2c3[nH]c4ccccc4c3CCN2C(=O)CCC2CCCC2)cc1 (stereo unspecified) | -3% | -2% | . | -78* | . | .
O=C1C2CCCN2C(c2cccnc2)N1c1cccc(Cl)c1 (stereo unspecified) | ? | -32% | 0% | 6 | 0% | 1%
CCCCCCCCCS(=O)(=O)Nc1cc(C)ccn1 | -11% | -16% | ? | 48 | 0% | -28%
COc1cc(/C=N/NC(=O)CN2CCCCC2)ccc1OCc1ccc(Br)cc1 | ? | -3% | 10µM* | -14 | 0%[2.32 µM] | 2%
CN(C)CC/C=C1/c2ccccc2CS(=O)(=O)c2ccccc21 | . | . | 7% | 12 | 7% | .
COc1ccccc1-c1nn(-c2ccccc2)cc1C(=O)N1CCN(C(=O)c2ccco2)CC1 | -2% | 0% | -1% | -6 | -5% | .
O=C(COC(=O)[C@@H]1CC(O)CN1S(=O)(=O)c1ccc2c(c1)OCCO2)Nc1cc(F)ccc1F (stereo partly specified) | . | . | ? | 0 | 3% | .
COc1ccc(N2CCN(C(=O)c3ccc(C)c(NC(=O)C4=C(C)OCCS4)c3)CC2)cc1 | -3% | -25% | 5% | -17 | -10% | .

Assay outcomes (PubChem)
